GPT2 inhibitor = inhibitors of human GPT2 alanine aminotransferase; Recombinant GPT2, coupled pyruvate oxidase/HRP Amplex Red fluorescence; Potency, µM (series often up to 57.7 µM), inactives show at the highest dose activity change, negative = inhibition, most hits filed as inhibitors; hit rate 0.25% among 100,000; Q8TD30; note: potency is the fitted concentration of half-maximal effect; nearly all actives have a fitted effect of over 60% in size; many of its hits are not listed in these tables
Target sequence (Q8TD30 whole entry, looked up): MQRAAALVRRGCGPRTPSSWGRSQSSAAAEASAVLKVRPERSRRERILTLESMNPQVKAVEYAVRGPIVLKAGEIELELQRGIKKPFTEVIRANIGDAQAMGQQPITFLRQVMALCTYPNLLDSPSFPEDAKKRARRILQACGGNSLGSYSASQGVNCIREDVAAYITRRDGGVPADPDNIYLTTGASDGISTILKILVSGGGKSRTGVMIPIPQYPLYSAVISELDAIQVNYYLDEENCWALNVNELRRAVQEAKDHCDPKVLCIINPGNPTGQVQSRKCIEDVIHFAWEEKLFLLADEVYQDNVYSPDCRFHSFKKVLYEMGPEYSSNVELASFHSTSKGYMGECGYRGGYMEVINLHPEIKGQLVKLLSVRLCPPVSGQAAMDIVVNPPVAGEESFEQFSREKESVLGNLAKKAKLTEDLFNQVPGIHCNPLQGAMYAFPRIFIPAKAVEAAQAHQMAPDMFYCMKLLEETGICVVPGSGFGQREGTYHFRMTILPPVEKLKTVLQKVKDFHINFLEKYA
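Fluorescence of coupled pyruvate oxidase/HRP/Amplex Red system (50uM Amplex, 30 min, dark) reports pyruvate formed by GPT2. Enzyme reaction: 10ng/uL GPT2, 2mM L-alanine, 250uM a-KG, 30 min room temperature, pH 7.5; 50uM AOA control.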
HEK293 tox = cytotoxic compounds in HEK 293 cells. hit rate 6.6% among 94,000. HEK 293 viability, ATP luminescence (CellTiter-Glo), 48-72 h. Potency, µM (titrated, usually from 115 µM), for the others: at the highest dose activity change, negative = cytotoxicity, actives largely listed as inhibitors. AID 1345083; note: potency is the fitted concentration of half-maximal effect; nearly all actives have a fitted effect of over 60% in size
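HEK 293 cells at 250 cells/well were exposed to compounds by pintool transfer for 48 or 72 hr at 37 degree Celsius, 5% CO2. Viability was read as ATP-coupled luminescence with CellTiter-Glo after 10 min at room temperature.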
NIH3T3 tox = cytotoxic compounds in NIH 3T3 cells | hit rate 4.3% among 94,000 | NIH 3T3 viability, CellTiter-Glo ATP luminescence, 48-72 h | Potency, µM (doses to about 96.7 µM), for inactives: at the highest dose activity change, negative = cytotoxicity, most hits filed as inhibitors; note: potency is the fitted concentration of half-maximal effect; nearly all actives have a fitted effect of over 55% in size
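Viability of NIH 3T3 cells after 48 or 72 hr compound treatment at 37 °C was assessed by CellTiter-Glo, with luminescence imaged following a 10 min room-temperature step.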
SNCA expr inh = reduces expression of the alpha-synuclein gene; HEK-293 SNCA-luciferase knock-in, luminescence, 24 h; hit rate 0.17% among 140,000; Potency, µM (series often up to 57.2 µM), inactives show top-dose activity change, negative = inhibition, most hits filed as inhibitors; AID 1671194;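 note: potency is the fitted concentration of half-maximal effect; plate controls were DMSO cells for no effect and cell-free wells for full effect; nearly all actives have a fitted effect of over 45% in size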
FLuc inh = inhibitors of firefly (Photinus pyralis) luciferase; purified P. pyralis luciferase, luminescence, biochemical; hit rate 2.5% among 76,000; AID 1347043; Potency, µM (titrated, usually from 115 µM), inactives show at the highest dose activity change, negative = inhibition, usual class: inhibitors; note: potency is the fitted concentration of half-maximal effect; nearly all actives have a fitted effect of over 65% in size
Target sequence (P08659 whole entry, looked up): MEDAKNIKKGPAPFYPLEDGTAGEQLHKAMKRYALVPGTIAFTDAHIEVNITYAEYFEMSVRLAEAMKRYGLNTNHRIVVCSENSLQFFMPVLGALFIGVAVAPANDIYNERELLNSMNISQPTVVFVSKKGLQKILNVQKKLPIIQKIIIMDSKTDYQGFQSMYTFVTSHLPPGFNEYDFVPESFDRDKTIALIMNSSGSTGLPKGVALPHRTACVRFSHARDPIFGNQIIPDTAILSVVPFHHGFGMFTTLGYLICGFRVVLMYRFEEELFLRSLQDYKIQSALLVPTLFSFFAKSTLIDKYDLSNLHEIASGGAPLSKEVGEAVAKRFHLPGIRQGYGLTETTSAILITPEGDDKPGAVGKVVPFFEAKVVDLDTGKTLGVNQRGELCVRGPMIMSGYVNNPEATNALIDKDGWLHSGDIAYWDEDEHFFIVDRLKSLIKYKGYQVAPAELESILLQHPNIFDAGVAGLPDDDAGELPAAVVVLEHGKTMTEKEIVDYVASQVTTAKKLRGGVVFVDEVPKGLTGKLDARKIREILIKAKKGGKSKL
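Luminescence read by CCD imager after adding enzyme (10nM final) to wells holding compound, titrated in qHTS. Substrates 10uM each D-luciferin and ATP; buffer 50mM Tris acetate pH 7.5, 10mM Mg acetate, Tween-20, BSA.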
SNCA viab count = counter-screen for SNCA expression inhibitors: cell viability; HEK-293-SNCA-luc viability, GF-AFC fluorescence, 24 h; Potency, µM (series often up to 57.1 µM), inactives show at the highest dose activity change, negative = cytotoxicity, most hits filed as cytotoxic; hit rate 0.12% among 150,000; AID 1671193;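 note: potency is the fitted concentration of half-maximal effect; 0% = DMSO-treated cells and -100% = medium-only wells without cells; nearly all actives have a fitted effect of over 30% in size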
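Cytotoxicity counterscreen: after 24 h compound treatment of genome-edited SNCA-luciferase HEK-293 cells, live-cell protease substrate GF-AFC read by fluorescence after 30 min; activity scaled between DMSO (0%) and medium-only (-100%), curves Hill-fitted.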
IP6K1 inhibitor = inhibitors of human IP6K1; Q92551; IP6K1 kinase, ADP-Glo luminescence, 2 h; hits give low values; activity change, % (series mostly up to about 58 µM); hit rate 0.81% among 140,000; in the data active = activity change below about -25%
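ADP-Glo luminescence measures ADP made by human IP6K1 during a 2 h RT reaction with ATP/IP6 (mix at 1.3 mM/130 uM); top library doses 57.5 and 19.1 uM final.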
The depositor's hits bear a star; i = inactive; ? = inconclusive; . = no result given; & = joins results of further samples; [ ] = remark or other dose. Unless noted, calls come from the whole dose curve; as a rule, active = well fitted curve in the direction sought with a large enough effect; inconclusive = small, poorly fitted or top-dose-only effect, or another doubt; inactive = no such curve, though single readings can be large; an effect the other way counts as inactive or inconclusive. Unless noted, % is set by controls: 0 for no effect and ±100 for the full control effect. An unsorted share of the library. Share with any hit: about 7.8%.

Values run as follows: SNCA viab count	NIH3T3 tox	GPT2 inhibitor	IP6K1 inhibitor	HEK293 tox	SNCA expr inh	FLuc inh
OC1(c2csc(CN3CCc4ccccc4C3)n2)CCN(CC2CCCCC2)CC1
    -16%[87.6 µM]	?	i	-6	?	-24%[87.6 µM]	3%[172 µM]
COc1ccc(CCNC(=O)c2cnc3sc(N4CCOCC4)nn3c2=O)cc1
    -6%	.	.	7	.	-3%	.
CCc1nn(CC(=O)Nc2ccc(N(CC)CC)cc2C)c(=O)c2cc3sccc3n12
    3%	.	.	-5	.	-29%	.
O=C(NC1CCN(Cc2ccc(-c3ccsc3)cc2)C1)c1ccccc1 (configuration not stated)
    ?	?	i	-15	45µM*	-14%[87.6 µM]	.
COc1ccccc1Nc1cc(C(=O)NC2CCC(C)CC2)c2ccccc2n1 (configuration not stated)
    0%	.	.	-11	.	6%	.
CCN(Cc1ccccc1)C(=O)c1cc(-c2ccncc2)cn1Cc1ccc(C)cc1
    -27%	?	-3%	-17	?	72%[activator]	?
CCC(=O)N1CCc2c(sc3ncnc(N)c23)C1
    5%	-22%	i	2	10%	13%	4%
COCCNC(=O)[C@@H]1C[C@@H](O)CN1C1CCN(C(=O)Cc2cccc(OC)c2)CC1
    3%	i	-1%	31	i	-12%	6%
O=C(NCC1CC1)c1cccc(OC2CN(CC3CC=CCC3)C2)c1 (configuration not stated)
    -15%	-15%	-2%	8	?	2%	-5%
Cc1ccc(-c2nc(CNC(=O)C3CCNC3)[nH]c2-c2ccccn2)cc1 (configuration not stated)
    4%	-13%	-23%	-9	?	15%	1%
COCCCNC(=O)c1cc2c(-c3cccc(OC)c3)nn(C)c2s1
    -24%	.	.	10	.	-26%	.
COc1cn(CC(=O)Nc2ccc(F)cc2)c(CN2CCCCC2)cc1=O
    3%	.	.	33	.	20%	.
O=C(CN1C(=O)NC(c2ccc(Cl)cc2)C2=C1COC2=O)Nc1cccc(Br)c1 (configuration not stated)
    ?	?	-10%	6	20µM*	?	?
Fc1ccc(CN2CCn3c(nnc3-c3cccnc3)C2)cc1
    12%	i	4%	-6	i	-25%	.
CCc1ccc(C2c3c(oc4ccc(F)cc4c3=O)C(=O)N2c2nc(C)c(C(=O)OC)s2)cc1 (configuration not stated)
    0%	.	.	-13	.	42%[activator]	.

Some of the entries above, set out differently.
Compound: O=C(CN1C(=O)NC(c2ccc(Cl)cc2)C2=C1COC2=O)Nc1cccc(Br)c1 (configuration not stated)
  SNCA viab count: ?	NIH3T3 tox: ?	GPT2 inhibitor: -10%	IP6K1 inhibitor: 6	HEK293 tox: 20µM*	SNCA expr inh: ?	FLuc inh: ?

Compound: Fc1ccc(CN2CCn3c(nnc3-c3cccnc3)C2)cc1
  SNCA viab count: 12%	NIH3T3 tox: i	GPT2 inhibitor: 4%	IP6K1 inhibitor: -6	HEK293 tox: i	SNCA expr inh: -25%	FLuc inh: .

(list continues)
Values run as follows: SNCA viab count	NIH3T3 tox	GPT2 inhibitor	IP6K1 inhibitor	HEK293 tox	SNCA expr inh	FLuc inh
COc1ccccc1CNC(=O)c1ccc(N2CC3CC(C2)[C@H]2CCCC(=O)N2C3)nc1 (some centres not stated)
    -2%	-27%	-18%	24	-7%	37%[activator]	0%
Cc1ccc(CNC(=O)CC2CCOCC2)cc1
    4%[12.5 µM]	-21%	i	3	-3%	8%	-15%
CCc1noc(-c2nc(-c3ccccc3OC)no2)n1
    5%	-6%	-13%	11	?	122%[activator]	-13%
COCC(=O)N[C@@H]1CN(Cc2ccc3cc[nH]c3c2)CC[C@@H]1CO
    -6%[12.5 µM]	-13%	2%	27	-13%	35%[activator]	9%
COc1cc(=O)n2c(c1C(=O)N1CCN(c3ccc(C)cc3)CC1)CCCC2
    -2%	i	i	4	-1%	13%	6%
O=C(NC1CCCCC1)c1ccc(CSc2nc3cccnc3n2Cc2ccccc2)cc1
    -4%	.	.	-13	.	-19%	.
CNC(=O)[C@H]1C[C@]2(CCCCN(CCOC)C2=O)N(C(C)=O)[C@H]1c1ccccc1
    .	?	.	-7	-2%	.	.
COc1ccc(-c2ccc(C(=O)NCC(F)(F)F)cc2)nn1
    .	-27%&-14%[138 µM]	.	2&8	-6%&-26%[172 µM]	.	.
CS(=O)(=O)N1CCC(OC2CCN(C(=O)NCc3ccccc3)CC2)CC1
    3%	5%	i	8	11%	-22%	0%
Cc1ccc(CNC(=O)Cn2c(N3CCCCC3)nc(C)c(C)c2=O)cc1
    10%	i	i	28	7%	30%[activator]	-9%
Cc1ccc(S(=O)(=O)c2cn(Cc3ccccc3)c3cc(N4CCOCC4)c(F)cc3c2=O)cc1
    -1%	.	.	14	.	-3%	.
COc1ccc(F)cc1-c1cccc(C(=O)NCCNC(=O)c2ccc(Cl)cc2)c1
    3%	?	2%	-5	45µM*	5%	.
NC(=O)[C@@H](Cc1c[nH]c2ccccc12)NC(=O)[C@@H]1[C@@H](NC(=O)NC2CCCCC2)CCN1C(=O)c1cnccn1
    4%	-8%	i	19	-1%	-9%	0%
CCCSCCCNC(=O)CN1C(=O)COc2ccc(S(=O)(=O)N3CCCCCC3)cc21
    ?	.	.	9	.	2%	.
CCn1cc(CN2CCCC23CCN(c2ccc(C(F)(F)F)cn2)CC3)cc1C#N
    -3%	?	4%	-4	?	7%	7%
CC(C)(CN1CCC(Cc2cccc(C(=O)O)c2)C1)N1CCOCC1 (configuration not stated)
    -6%	1%	-27%	0	i	33%[activator]	-10%
Cc1ccc(Cl)cc1NC(=O)Cn1cc2c(n1)CCCCC2
    -3%	.	.	3	.	11%	.
CCNc1ncc(C(=O)N[C@H](c2cccs2)C2CC(O)C2)cn1 (some centres not stated)
    2%	-12%	-9%	13	-12%	?	10%
Fc1ccc(-c2cccc(CN3CCOCC3)c2)c(Cl)c1
    3%	?	-8%	-3	?	14%	-13%
CNC(=O)C1CCC(Cn2c(=O)c3sccc3n(CC(=O)Nc3cc(C)cc(C)c3)c2=O)CC1 (configuration not stated)
    10%	.	.	-3	.	?	.
O=C1NC(=NC2CCCC2)C2(CCCN([S+](=O)([O-])c3cccc(C(F)(F)F)c3)C2)N1c1cccnc1 (configuration not stated)
    5%	4%	i	1	-3%	0%	.
CCCC1=Nc2cc(C(=O)N3CCC(C(=O)OCC)CC3)ccc2Sc2ccccc21
    -10%	.	.	16	.	-22%	.
NC(=O)CC[C@H](N)C(=O)O
    -12%	.	-7%	.	.	-28%	.
O=C1CCC2(CCCO2)CCN1Cc1ccccc1C(F)(F)F (configuration not stated)
    -2%	-12%	i[11.5 µM]	17	-3%	-15%	-6%
CCOc1ccc(CCNC(=O)C(CC(C)C)N2Cc3ccccc3C2=O)cc1OCC (configuration not stated)
    -23%	.	.	-5	.	15%	.
CC(C)(C)c1ccc(-c2noc(-c3ncn4c3COC(c3ccc(F)cc3)C4)n2)cc1 (configuration not stated)
    10%	-23%	?	-15	?	-1%	-19%
Cc1ccc(-c2nc(CNC(=O)Nc3ccccc3)c(C)o2)cc1
    -5%	.	.	0	.	15%	.
CC(C)Oc1ccc2c(NC(=O)CCn3cnnn3)nn(CC(F)(F)F)c2c1
    3%	-18%	-6%	13	-5%	8%	-3%
O=C1COCCN1c1cc(-c2cccc(F)c2)cn2cncc12
    0%[87.6 µM]	?	3%[88.5 µM]	12	-11%[172 µM]	-10%[87.6 µM]	13%[172 µM]
CC(=O)Nc1ccc(-c2ccc(=O)n3c2[C@@H]2C[C@@H](CN(C(=O)NC4CCCCC4)C2)C3)cc1
    2%	-1%	i	4	4%	12%	-2%
CCC(=O)Nc1ccc(CC)cc1-c1nc2ccccc2n(CC(=O)Nc2ccccc2C)c1=O
    -20%	.	.	14	.	6%	.
Cc1nn(C(=O)c2ccccc2)c(C)c1S(=O)(=O)N1CCOCC1
    9%	.	.	37	.	14%	.
CCC(=O)OCCCNc1nc(-c2ccc(Cl)cc2)nc2ccccc12
    -9%	.	.	-25*	.	11%	.
COc1c(C)cc(Br)cc1C(=O)Nc1ccc(-c2nc3ncccc3o2)cc1
    4%	.	.	-18	.	0%	.
CCCCn1c(=O)c(C(=O)NC2CCCC2)nc2cccnc21
    3%[87.6 µM]	-37%[138 µM]	-9%[88.5 µM]	25	?	14%[87.6 µM]	.
CC(=O)NC1CCN(Cc2cn(-c3ccc(C)cc3)nc2-c2cccc(C)c2)C1 (configuration not stated)
    -16%	?	i	-13	?	35%[activator]	13µM*
Fc1cccc(CN2CCC(Cc3nc(-c4ccncc4)n[nH]3)C2)c1 (configuration not stated)
    -5%	-17%	i	4	-26%	-8%	-8%
CCc1cc(=O)n(CC(=O)Nc2cccc(C(C)C)c2)c(N2CCOCC2)n1
    -9%	?	-5%	14	?	-17%	-2%
CCOc1ccc(C(=O)N2[C@@H]3CC[C@H]2CC(NC(=O)c2cnc(C)cn2)C3)cc1 (some centres not stated)
    -4%	-8%	-1%	17	-25%	-12%	2%
CC(C)C1(O)C=C2C(=O)CC3C(C)(C(=O)O)CCCC3(C)C2CC1 (configuration not stated)
    7%	.	?	-2	.	.	.
O=C(C1CCCC1)N1CCOC[C@H](Oc2ccc(C(F)(F)F)cn2)C1
    -1%[87.6 µM]	-14%[138 µM]	2%[88.5 µM]	19	-18%[172 µM]	12%[87.6 µM]	1%[172 µM]
CC1(C)C(=O)N(CCOc2ccccc2)[C@H]2CN(CC3CCOC3)C[C@H]2[S+]1(=O)[O-] (some centres not stated)
    2%[87.6 µM]	?	i	5	-13%[172 µM]	-5%[87.6 µM]	-13%[172 µM]
CCN(CC)C(=O)N1CCCOCCNC(=O)[C@@H]2CCC[C@@H]21
    2%	0%	i	5	i	-18%	-1%
CCn1ccc2cc(S(=O)(=O)N3CCC(C(=O)NCc4cccc(C)c4)CC3)ccc21
    24%	.	.	-12	.	15%	.
COc1ccccc1Nc1ccnc(N2CCCC2C(=O)NCC(F)F)n1 (configuration not stated)
    1%	-6%	1%	15	-24%	-19%	.
O=C(NCCCc1ccccc1)c1cccc2c1CCN2C(=O)C1CC1
    0%	?	i	0	?	10%	-9%
CCc1ccccc1NC(=O)Cn1c(C(=O)OC)cc2oc(C)cc21
    7%	.	.	-2	.	10%	.

Sorted by length of the SMILES (falling): some entries from above
Values run as follows: SNCA viab count	NIH3T3 tox	GPT2 inhibitor	IP6K1 inhibitor	HEK293 tox	SNCA expr inh	FLuc inh
CCn1ccc2cc(S(=O)(=O)N3CCC(C(=O)NCc4cccc(C)c4)CC3)ccc21
    24%	.	.	-12	.	15%	.
CC(=O)NC1CCN(Cc2cn(-c3ccc(C)cc3)nc2-c2cccc(C)c2)C1 (configuration not stated)
    -16%	?	i	-13	?	35%[activator]	13µM*
CCC(=O)OCCCNc1nc(-c2ccc(Cl)cc2)nc2ccccc12
    -9%	.	.	-25*	.	11%	.

Source: PubChem
